TCR activator – Activators of T cell receptors: qHTS campaign; Potency, µM (titrated, usually from 9.22 µM), inactives show at the top dose activation of IL-2 secretion, hits mostly activators; 330,000 tested, under 10 active; primary human leukocytes, anti-CD3, IL-2 HTRF, 48 h; AID 504894, 2011; further: % of control where 0% means no effect
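Readout: HTRF IL-2, Eu-cryptate/d2 antibody pair, 320nm excitation, 665nm emission. Stimulus: a-CD3 beads, no co-stimulation. Cells: primary human leukocytes. Exposure: 48 hr with compound.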
TSHR antag – Antagonists of the Thyroid Stimulating Hormone Receptor: HTS campaign; AID 504810, 2011; TSHR-expressing cells, TSH-stimulated cAMP HTRF, 2 h; hits give low values; 0.2% of 330,000 active; activity change, negative = inhibition, % at 11.5 µM; Thyrotropin receptor (Homo sapiens), P16473;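 active means activity change below a set negative limit, meaning inhibition stronger than a set level, cut at about -70% in these data; inconclusive means activity change between two set negative limits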; further: on the % scale 0 is the no-effect control and ±100 the full control effect
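TSHR-expressing cells, 200/well, pre-treated with compound, then stimulated with EC80 TSH (4nM final) for 2 hours at 37 deg C. cAMP measured by competitive HTRF: anti-cAMP cryptate antibody in lysis buffer plus cAMP-d2, read after 30 minutes at room temperature.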
MBNL1-CUG inh – qHTS Assay for Inhibitors of MBNL1-poly(CUG) RNA binding. 0.036% of 280,000 active. AID 2675, 2010. Potency, µM (top dose mostly 57.5 µM), inactives show at the highest dose activity change, negative = inhibition, usual class: inhibitors. Muscleblind-like protein 1 (Homo sapiens), Q9NR56. TR-FRET MBNL1-His/biotin-(CUG)12 binding, 665/545 ratio; active means well fitted inhibition curve with a large enough effect in the signal ratio, with a control signal flat, not every such curve was filed as active; inconclusive means small, poorly fitted or top-dose-only effect, or effect the other way, or a change in a side signal; inactive means no such curve, though single readings can be large or run the other way; the % refers to the signal ratio; further: potency means the concentration at half of the fitted maximal effect; on the % scale 0 is the no-effect control and ±100 the full control effect
Target sequence (Q9NR56 whole entry, looked up): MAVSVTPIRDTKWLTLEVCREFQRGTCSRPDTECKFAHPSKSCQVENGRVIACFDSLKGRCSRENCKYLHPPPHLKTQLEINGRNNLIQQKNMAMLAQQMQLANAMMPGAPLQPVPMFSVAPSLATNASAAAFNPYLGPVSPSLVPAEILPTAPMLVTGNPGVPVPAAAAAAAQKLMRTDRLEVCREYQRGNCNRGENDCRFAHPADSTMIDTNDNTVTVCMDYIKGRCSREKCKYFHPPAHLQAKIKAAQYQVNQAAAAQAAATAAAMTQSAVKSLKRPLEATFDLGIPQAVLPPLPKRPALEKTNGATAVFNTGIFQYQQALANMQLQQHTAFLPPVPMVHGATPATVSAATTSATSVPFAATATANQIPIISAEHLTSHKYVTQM
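His-tagged MBNL1 binding to biotinylated (CUG)12 RNA was measured by TR-FRET using terbium anti-His antibody (0.055 ng/ul final) and streptavidin-XL665 (5 nM final). Compounds were titrated 92 nM to 58 uM; 60 min at room temperature.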
a7 integrin act – qHTS for Activators of Integrin-Mediated Alleviation for Muscular Dystrophy; alpha7betagal myoblasts, beta-gal FDG fluorescence, 48 h; Potency, µM (doses to about 38.3 µM), for the others: top-dose activation, actives largely listed as activators; 0.064% of 350,000 active; AID 624291, 2012;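 further: potency means the concentration at half of the fitted maximal effect; 100% = response of the positive control SU9516; nearly all actives have a fitted effect of over 60% in size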
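alpha7betagal+/- myoblasts (passage 13, 250/well) treated 48 h at 37C with compounds at 1:260 dilution of DMSO stock. Lysed, then beta-galactosidase activity read as FDG fluorescence (ex 480/em 540) after 30 min, with pre-read for autofluorescence.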
Mito fusion act – qHTS Assay for Small Molecule Inhibitors of Mitochondrial Division or Activators of Mitochondrial Fusion. S. cerevisiae fusion-defective mutant growth rescue, CellTiterGlo 48 h. Potency, µM (highest dose often 46.1 µM), inactives show at the top dose growth rescue (activation), hits mostly activators. 0.23% of 320,000 active. AID 485298, 2010;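 further: potency means the concentration at half of the fitted maximal effect; % of control where 0% means no effect; nearly all actives have a fitted effect of over 45% in size; temperature-sensitive fusion mutants such as fzo1-1 at 37 °C on non-fermentable ethanol glycerol medium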
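Compounds are tested for their ability to restore growth of mitochondrial fusion-defective yeast strains at non-permissive 37C in YPEG medium over 48 hours. Viability is quantified by luciferase luminescence.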
MLL CXXC-DNA inh – qHTS Fluorescence Polarization Assay for Inhibitors of MLL CXXC domain - DNA interaction; 0.037% of 290,000 active; Histone-lysine N-methyltransferase 2A (Homo sapiens), Q03164; MLL-CXXC / FITC-HOXA9 DNA fluorescence polarization; Potency, µM (titrated, usually from 115 µM), inactives show at the highest dose activity change, negative = inhibition, hits mostly inhibitors; AID 2662, 2010; active means well fitted inhibition curve with a large enough effect in the polarisation, with a control signal flat, not every such curve was filed as active; inconclusive means small, poorly fitted or top-dose-only effect, or effect the other way, or a change in a side signal; inactive means no such curve, though single readings can be large or run the other way; the % refers to the polarisation; further: potency means the concentration at half of the fitted maximal effect
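Purified MLL-CXXC (added from a 7 uM solution) was preincubated 5 min at ambient with pinned compounds in 50 mM Tris-HCl pH 7.5, 50 mM NaCl, 1 mM DTT, 0.05% BSA. Fluorescein-labeled HOX-A9 DNA (50 nM solution) followed, 30 min, then polarization read.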
A-T KAP1 phos – qHTS Assay for Identifying a Potential Treatment of Ataxia-Telangiectasia | […] A-T fibroblasts, KAP-1 phosphorylation AlphaLISA; neocarzinostatin DNA damage 30 min before lysis | Potency, µM (series often up to 57.5 µM), for inactives: at the top dose activation, hits mostly activators | 0.19% of 320,000 active | AID 485349, 2010; further: potency means the concentration at half of the fitted maximal effect; % of control where 0% means no effect; nearly all actives have a fitted effect of over 45% in size
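hTERT-immortalized A-T patient fibroblasts ([…]), 500 cells/well in OPTI-MEM, 1% FBS, got compounds for 60 min, then NCS for 30 min at 37C. Lysates were then assayed for phospho-KAP-1 by AlphaLISA (anti-pKAP1 donor, anti-KAP1 acceptor beads), 6 hr at 25C.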
ASM inhibitor – Inhibitors of Secretory Acid Sphingomyelinase (S-ASM): qHTS; placental ASM, HMU-PC fluorogenic substrate, 60 min; AID 504937, 2011; Potency, µM (series often up to 57.5 µM), inactives show at the highest dose activity change, negative = inhibition, actives largely listed as inhibitors; 0.006% of 340,000 active; further: potency means the concentration at half of the fitted maximal effect
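Human placenta-derived ASM preincubated with compound 10 min at room temperature, then reacted with 9 uM (final) fluorogenic HMU-PC substrate for 60 min at 37 C. Stop solution raises pH to 10; fluorescence read at Ex 386/Em 447 nm.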
Menin-MLL TR inh – qHTS Assay for Inhibitors Targeting the Menin-MLL Interaction in MLL Related Leukemias: Competition With Texas Red Labeled MLL-derived Mutant Peptide. Menin + Texas Red MLL mutant peptide, fluorescence polarization. Potency, µM (series often up to 61.6 µM), for the others: top-dose FP activity change, negative = inhibition, actives largely listed as inhibitors. 0.23% of 270,000 active. AID 1768, 2009; active means well fitted inhibition curve with a large enough effect in the polarisation, with a control signal flat, not every such curve was filed as active; inconclusive means small, poorly fitted or top-dose-only effect, or effect the other way, or a change in a side signal; inactive means no such curve, though single readings can be large or run the other way; the % refers to the polarisation; further: potency means the concentration at half of the fitted maximal effect; % of control where 0% means no effect; many of its hits are not listed in these tables
Target sequence (O00255 whole entry, looked up): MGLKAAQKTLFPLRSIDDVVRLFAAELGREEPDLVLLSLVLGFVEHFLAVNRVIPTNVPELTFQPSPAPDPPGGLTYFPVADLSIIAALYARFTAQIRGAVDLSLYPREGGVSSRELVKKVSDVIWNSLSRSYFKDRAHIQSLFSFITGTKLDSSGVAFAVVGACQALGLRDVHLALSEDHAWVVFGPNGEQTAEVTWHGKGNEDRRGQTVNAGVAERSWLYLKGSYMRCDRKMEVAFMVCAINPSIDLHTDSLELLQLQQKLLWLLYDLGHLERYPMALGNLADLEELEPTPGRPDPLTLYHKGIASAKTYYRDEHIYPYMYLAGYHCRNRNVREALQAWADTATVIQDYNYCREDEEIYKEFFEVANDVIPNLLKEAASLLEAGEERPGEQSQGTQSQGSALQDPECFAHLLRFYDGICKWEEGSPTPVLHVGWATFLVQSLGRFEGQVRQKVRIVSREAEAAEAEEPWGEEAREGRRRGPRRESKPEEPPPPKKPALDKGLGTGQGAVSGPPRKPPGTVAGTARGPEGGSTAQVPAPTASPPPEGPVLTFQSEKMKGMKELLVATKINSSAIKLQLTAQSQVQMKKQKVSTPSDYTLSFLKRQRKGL
TSG101-PTAP inh – qHTS Assay for Iinhibitors of HIV-1 Budding by Blocking the Interaction of PTAP/TSG101. Fluorescence polarization, FITC-PTAP peptide / Tsg101 binding. Potency, µM (titrated, usually from 115 µM), for the others: top-dose activity change, negative = inhibition, most hits filed as inhibitors. 340,000 tested, under 10 active. Tumor susceptibility gene 101 protein (Homo sapiens), Q99816; active means well fitted inhibition curve with a large enough effect in the main read-out, with a control signal flat, not every such curve was filed as active; inconclusive means small, poorly fitted or top-dose-only effect, or effect the other way, or a change in a side signal; inactive means no such curve, though single readings can be large or run the other way; further: potency means the concentration at half of the fitted maximal effect; % of control where 0% means no effect
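Fluorescence polarization binding of Tsg101 binding domain (10 uM final) to FITC-labeled PTAP peptide (50 nM final) in HEPES pH 7.5 buffer with NaCl, Tween 20, EDTA, TCEP. Compounds added before peptide; binding 20 min at RT.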
* hit, by the source's call; ? = inconclusive; / = not tested or not shown; [ ] = dose if it differs, or a comment. Unless noted, the call rests on the fitted dose curve; in most records, active means well fitted curve in the direction sought with a large enough effect; inconclusive means small, poorly fitted or top-dose-only effect, or another doubt; inactive means no such curve, though single readings can be large; an effect the other way counts as inactive or inconclusive.

SMILES	TCR activator	TSHR antag	MBNL1-CUG inh	a7 integrin act	Mito fusion act	MLL CXXC-DNA inh	A-T KAP1 phos	ASM inhibitor	Menin-MLL TR inh	TSG101-PTAP inh
COc1ccccc1/C=C/C(=O)OCC(=O)NC1CCCCCCC1	1%	-16	/	0%	/	/	3%	-6%	/	-2%
O=c1cnn(Cc2ccc(Cl)c(Cl)c2)c2ccccc12	4%	-3	?	-27%	-13%	-8%	-2%	-3%	-9%	-4%
O=C(NCc1ccccc1Cl)c1ccc(CS(=O)(=O)c2ccccc2)o1	12%	0	-2%	-2%	-5%	-2%	6%	0%	-2%	-3%
Cc1ccc(NC(=S)NN2CCN(C)CC2)c(C)c1	10%[46.1 µM]	-2	-10%	0%	-9%	65%[activator]	10%	4%	-7%	-2%
CC12CCC(=O)N1C(C(=O)Nc1nc(-c3ccccc3)cs1)CS2 (configuration not stated)	4%	6	/	7%	-3%	/	-2%	1%	/	-1%
CCCN1CCN(c2nc(-c3cccs3)nc3ccccc23)CC1	-6%[46.1 µM]	25	13%	11%	2%	-3%	-13%	4%	4%	-4%
COc1ccc(C)cc1Nc1n[n+](-c2ccccc2)c(-c2c(Cl)cccc2Cl)s1	2%	-15	13%	-37%	-10%	5%	0%	-16%	?	-5%
Cc1ccc(S(=O)(=O)N(CCO)Cc2cc3ccc(C)c(C)c3[nH]c2=O)cc1	-7%	-2	2%	11%[7.66 µM]	5%	-2%	-7%	-8%	-10%	-6%
Cc1ccc(NC2(C#N)C(=O)Nc3ccccc32)cc1 (configuration not stated)	4%	18	?	-25%	8%	0%	2%	1%	-13%	-1%
Cc1cccc(N=CC=C2OC(C)(C)C(C)(C)O2)c1	4%[46.1 µM]	16	-2%	-8%	1%	16%	-9%	222%[activator]	-4%	-2%
Cc1cc2cc(OCc3ccccc3)ccc2n1C	-1%	8	4%	1%	-1%	-1%	0%	3%	?	1%
CC1SC(c2ccc(Cl)cc2)NC1=O (configuration not stated)	-5%[46.1 µM]	1	-5%	9%	1%	-12%	/	-3%	-13%	-5%
O=C(Nc1cccn(Cc2c(Cl)cccc2Cl)c1=O)c1ccccc1Cl	-3%	-4	7%	-12%	9%	7%	4%	-1%	23%	0%
NC(=O)c1cc(N)ccc1N1CCCC1	2%	-7	10%	3%	-1%	0%	-7%	18%	?	3%
O=c1cc(NCc2ccccc2)[nH]c(=O)[nH]1	8%	/	/	3%	/	/	/	4%	/	2%
CCc1ccccc1N1C(=O)C(Cl)=C(N2CCOCC2)C1=O	2%	-3	21%	?	-1%	-8%	-20%	5%	10%	-2%
O=C(COc1ccc(S(=O)(=O)N2CCCCC2)cc1)NCC1CCCO1 (configuration not stated)	3%	-5	0%	6%	3%	6%	-7%	6%	-21%	-3%
CCN(CC)Cc1c(-c2ccccc2)[nH]c2ccc(C)cc2c1=O	3%	15	-12%	14%	-1%	15%	/	0%	-2%	-5%
COc1ccc(NC(=O)c2ccc(NCCCN3CCOCC3)c([N+](=O)[O-])c2)cc1	-3%[46.1 µM]	2	?	4%	0%	-3%	1%	-24%	2%	-2%
CCC(C)C(=O)Nc1ccccc1N1CCN(c2ccc(F)cc2)CC1 (configuration not stated)	/	12	0%	3%	1%	3%	-3%	-3%	-3%	-1%
C/C(CC(=O)Nc1ccc(F)cc1)=N\NC(=O)COc1ccccc1	3%[46.1 µM]	-2	1%[11.5 µM]	12%	-3%	-6%	1%	2%	-5%	-3%
CN1CC(=O)N(CC(=O)Nc2ccc3c(c2)CCC3)C1=O	1%	11	3%	8%	-3%	7%	-1%	5%	-2%	2%
CC(C)COc1ccc(C(=O)OCC(=O)NCCC2=CCCCC2)cc1	-3%	-6	/	-22%	6%	/	-10%	0%	/	-3%
CCNC(=O)NC(=O)COc1ccccc1C#N	-3%	0	1%	?	-4%	-1%	-5%	-2%	5%	-6%
Cc1cc(=O)nc2c3ccccc3n(CC(=O)NC(C)c3ccc4c(c3)OCCO4)n12 (configuration not stated)	-15%	-12	1%	-20%	-12%	35%[activator]	-5%	4%	8%	-1%
CCCCSc1nnc([C@@H]2CCCN2C(=O)OC(C)(C)C)o1	0%	17	-2%	-23%	5%	5%	19%	52%	?	-3%
CCc1nnc(N/N=C/c2ccc(O)c(OC)c2)n1N	0%	-8	8%	24%	-5%	-4%	21%	11%	-26%	-4%
CCOC(=O)C1(Cc2cccc(OC)c2)CCN(Cc2cccnc2)CC1	2%	-23	?	15%	-2%	-24%	-3%	3%	7%	-1%
NNC(=S)NC1CCCCCCCCCCC1	-6%	-8	-4%	7%	4%	-4%	5%	-1%	/	2%
CCN(CC)c1ccc(/C=N/N2C(=O)c3ccccc3C2=O)cc1	0%[46.1 µM]	-12	/	22%	-1%	-12%	5%	-3%	-16%	1%
CC(=O)Nc1ccc(N/C(=N\S(=O)(=O)c2ccccc2)c2ccccc2)cc1	-1%	3	1%	-8%	2%	5%	6%	-1%	/	-3%
Cc1cc(NC(=O)CSc2nc(N)c(NC(=O)c3ccc(F)c(F)c3)c(=O)[nH]2)no1	9%	1	1%	?	2%	21%	10%	10%	/	-11%
COc1ccc(-n2c(SCC(=O)Nc3cc(C)on3)nc3c([nH]c4ccccc43)c2=O)cc1OC	-3%	-2	221%[activator]	5%	-1%	-1%	-3%	-19%	32%[activator]	/
BrC(=C\c1ccccc1)/C=N/n1cnnc1	-5%	18	10%	-4%	3%	18%	0%	-2%	0%	-2%
COc1ccc([N+](=O)[O-])cc1N(CC(=O)NCCCOC(C)C)S(C)(=O)=O	3%	13	?	16%	-5%	?	1%	5%	-5%	-4%
CCN(Cc1cc(=O)n2ccsc2n1)Cc1nc2cc(OC)c(OC)cc2c(=O)[nH]1	0%	3	0%	27%	1%	-11%	7%	4%	/	-5%
CN(C)c1ccc(/C=N/NC(=O)c2nonc2N)cc1[N+](=O)[O-]	1%	-10	?	-14%	-8%	-1%	-1%	-2%	11%	-1%
Cc1csc(NC(=O)CCNC(=O)c2ccccc2Cl)n1	-4%	2	/	-3%	-4%	7%	1%	6%	-4%	0%
CC(C)(C)CN1CCN(CC#Cc2ccccc2)CC1CCO (configuration not stated)	/	33	5%	-69%[inhibitor]	5%	-4%	15%	0%	-21%	-3%
Cc1noc(C)c1S(=O)(=O)N(C)CC(=O)Nc1ccc(F)cc1	10%	16	9%	12%	1%	6%	/	-2%	-3%	-3%
CC1CN(C(=S)Nc2ccccc2)C(C)CN1C=O (configuration not stated)	2%	/	/	-11%	/	/	/	4%	/	-3%
COc1cccc(N2CCN(C(=O)c3ccc(N4C(=O)NC5CC4(C)Oc4ccccc45)cc3)CC2)c1 (configuration not stated)	-4%	-15	-7%	-26%	-2%	0%	-1%	-1%	-7%	-3%
Cc1sc2nc(SCC(=O)Nc3ccccc3F)[nH]c(=O)c2c1C	-4%	-5	15%	7%	-6%	7%	3%	0%	/	1%
CCCSc1nsc(NC(=O)CCC)n1	-9%	7	-4%	32%	15%	?	6%	-2%	37%[activator]	3%
CCCOc1ccc2[nH]c(C(=O)N/N=C/c3cc(OC)c(OC)c(OC)c3)cc2c1	7%	18	6%	18%	9%	-8%	2%	-21%	53%[activator]	-6%
Cc1cccc(N2CCN(S(=O)(=O)c3c(C(=O)N4CCCCC4)c(C)n(C)c3C)CC2)c1C	0%	-18	1%	-13%	3%	4%	-6%	-2%	/	1%
O=[N+]([O-])c1nn(-c2cccc(Cl)c2)n(O)c1=NCc1cccnc1	-3%[46.1 µM]	-2	?	10%	9%	-1%	-1%	-6%	4%	-5%
Cc1ccc(NC(=O)N(CCCN2CCOCC2)Cc2cccs2)cc1C	-1%	1	-5%	23%	3%	-2%	7%	-1%	-12%	-7%

Assay outcomes deposited in PubChem BioAssay by National Center for Advancing Translational Sciences (NCATS).

Not all compounds are listed; rates above refer to the full screens.
